High-throughput results as filed in PubChem BioAssay.
Pf growth 96h = P. falciparum growth inhibition at 96 hours; P. falciparum luciferase reporter growth, 96 h; Potency, µM (series often up to 28.7 µM), without a hit: top-dose activity change, negative = inhibition, hits mostly inhibitors; hit rate 6.9% among 320,000; AID 504834
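P. falciparum expressing integrated firefly luciferase, in erythrocytes at 2% hematocrit, 0.05% parasitemia, incubated with compounds 96 h at 37 C, 5% CO2. Growth inhibition read as loss of luminescence; two-generation exposure targets delayed-death apicoplast inhibitors.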
Pf growth 48h = P. falciparum growth inhibition at 48 hours (one generation); AID 504832; P. falciparum luciferase growth in erythrocytes, 48 h; Potency, µM (highest dose often 28.7 µM), for the others: top-dose activity change, negative = inhibition, actives largely listed as inhibitors; hit rate 5.9% among 310,000
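Luciferase-expressing parasites in RBCs, 2% Hct / 0.1% parasitemia final; RPMI 1640 + 0.5% Albumax; 37 C, 5% CO2, one generation; luminescence read-out, lower signal = inhibition.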
Sm TGR block = inhibitors of Schistosoma mansoni thioredoxin glutathione reductase | hit rate 3% among 360,000 | Potency, µM (series often up to 114 µM), for inactives: at the highest dose activity change, negative = inhibition, most hits filed as inhibitors | purified TGR, DTNB reduction, TNB absorbance 405 nm | Q962Y6; also: nearly all actives have a fitted effect of over 60% in size
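First, TGR (20 nM dispensed) and NADPH were mixed with compound. Second, a 15 min room-temperature incubation followed. Third, further NADPH and then DTNB were added to start the reaction. Finally, TNB absorbance was monitored kinetically.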
LmPK inh = blocks Leishmania mexicana pyruvate kinase activity. hit rate 0.37% among 290,000. Potency, µM (titrated, usually from 57.5 µM), for inactives: at the top dose activity change, negative = inhibition, most hits filed as inhibitors. purified LmPK, Kinase-Glo ATP luminescence, 1 h. Q27686
Target sequence (Q27686 whole entry, looked up): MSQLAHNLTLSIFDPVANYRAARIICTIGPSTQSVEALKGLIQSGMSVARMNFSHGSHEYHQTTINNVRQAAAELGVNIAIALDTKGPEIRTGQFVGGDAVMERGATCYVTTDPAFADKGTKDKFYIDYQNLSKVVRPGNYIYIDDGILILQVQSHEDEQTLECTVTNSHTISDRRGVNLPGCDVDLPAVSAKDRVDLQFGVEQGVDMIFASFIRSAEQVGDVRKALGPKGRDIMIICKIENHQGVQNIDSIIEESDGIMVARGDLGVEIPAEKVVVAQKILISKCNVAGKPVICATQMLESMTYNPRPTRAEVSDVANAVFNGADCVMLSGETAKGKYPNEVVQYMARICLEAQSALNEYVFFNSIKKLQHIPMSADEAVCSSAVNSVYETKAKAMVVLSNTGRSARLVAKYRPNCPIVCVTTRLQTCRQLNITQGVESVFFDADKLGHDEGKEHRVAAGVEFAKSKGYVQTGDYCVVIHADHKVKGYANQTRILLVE
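ATP generated from ADP (0.1 mM) and PEP (0.5 mM) by 0.1 nM LmPK over 1 h at room temperature (pH 7.2 imidazole buffer) was detected by coupled luciferase luminescence. Values were normalized to uninhibited and no-enzyme wells.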
TbPYK inhibitor = T. brucei pyruvate kinase inhibition; TbPYK enzyme, Kinase-Glo Plus ATP luminescence, 45 min; Potency, µM (doses to about 76.8 µM), without a hit: at the top dose activity, negative = inhibition, most hits filed as inhibitors; hit rate 0.12% among 410,000; AID 624173; also: nearly all actives have a fitted effect of over 50% in size
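Quantitative HTS: titrated library compounds versus trypanosomal pyruvate kinase in TEA buffer (pH 7.2) containing KCl, MgCl2, BSA and Tween-20. Reactions were initiated with ADP, 130 uM final. Kinase-Glo Plus luminescence was read after 45 min at RT.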
HCV inh = HCV inhibition | Huh7.5.1 HCVcc-Cre infection, luciferase reporter, 44 h | Potency, µM (series often up to 41.8 µM), inactives show top-dose activity change, negative = inhibition, actives largely listed as inhibitors | hit rate 3.4% among 340,000 | AID 651820
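Luciferase read-out (15 sec integration) after a 15 min room-temperature substrate step quantifies HCVcc-Cre infection. Cells, 1,000 per well, had compound added 4 h post-plating, then virus at ~0.5 moi, and were cultured 44 h.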
An asterisk follows results filed as active; ? = inconclusive; . = not tested or not shown; [ ] = dose if it differs, or a comment. Calls follow the shape of the dose curve; as a rule, active = well fitted curve in the direction sought with a large enough effect; inconclusive = small, poorly fitted or top-dose-only effect, or another doubt; inactive = no such curve, though single readings can be large; an effect the other way counts as inactive or inconclusive. % is scaled to controls: 0 for no effect and ±100 for the full control effect; potency is read from the fitted curve at half-maximal effect.

mol | Pf growth 96h | Pf growth 48h | Sm TGR block | LmPK inh | TbPYK inhibitor | HCV inh
CCn1cc([N+](=O)[O-])c(C(=O)N2N=C(c3ccccc3)CC2c2ccc([N+](=O)[O-])cc2)n1 (configuration not stated) | ? | 13.1µM* | -2.5% | -0.2% | -1.8% | -29.5%
O=C(CNc1ccc(Cl)cc1)c1ccc(Br)cc1 | ? | ? | -2.8% | 1.6% | -0.2% | -11.8%
CCN1CCN(C(=O)c2cc3c(s2)-c2ccccc2S(=O)(=O)C3)CC1 | -22.1% | 5.1% | -1.0% | 4.1% | 0.7% | 11.5%
Cc1ccn2c(=O)nc(SCC(=O)Nc3ccc4c(c3)OCO4)nc2c1 | 36.9%[activator] | -9.8% | 1.3% | . | 0.1% | ?
CCOC(=O)COc1ccc2nsnc2c1 | 10.2% | 29.0% | 0.0% | 2.4% | -3.6% | 2.1%
Cn1c2c(c(=O)n(C)c1=O)CN(Cc1ccco1)CN2 | . | 8.2% | -1.6% | 0.0% | -4.3% | 29.8%
CNC(=O)CS(=O)CC(=O)Nc1cc(OCCOC)c(Cl)cc1Cl (configuration not stated) | 26.4% | -2.8% | -7.2% | 1.6% | 0.1% | 10.4%
COc1ccccc1C(=O)OCc1nc(N)nc(Nc2ccccc2C)n1 | 59.6%[activator] | 47.0%[activator] | -3.5% | 1.2% | -6.3% | ?
Cc1cccc(N(CC(=O)N2CCc3ccccc3C2)S(C)(=O)=O)c1C | 58.9%[activator] | -9.3% | -20.8% | 6.8% | -19.1% | 11.4%
CSc1ncccc1C(=O)OCC(=O)N(C)c1c(N)n(Cc2ccccc2)c(=O)[nH]c1=O | 8.8% | -4.0% | 0.7% | . | -2.8% | 18.7%
Cn1nc(C(C)(C)C)c([N+](=O)[O-])c1C(=O)N1CCOCC1 | 7.1% | -11.0% | -9.2% | 11.2% | 8.4% | ?
O=C(Nc1ccc2oc(-c3ccccc3)nc2c1)c1cc(-n2cnnc2)ccc1Cl | -26.2% | -24.2% | -8.6% | -1.0% | 0.3% | ?
CCCCC(=O)N/N=C/c1ccc(N2CCOCC2)c([N+](=O)[O-])c1 | ? | -5.1% | -20.6% | 3.6% | -7.2% | -28.1%
O=C(CCCN1C(=O)C(c2ccccc2)Oc2cccnc21)NCc1ccccc1Cl (configuration not stated) | 9.4% | -2.5% | 7.0% | 8.7% | -4.5% | ?
COc1ccsc1C(=O)NCCN1CCOCC1 | 95.7%[activator] | 21.7% | 4.3% | -4.8% | -1.2% | 13.2%
CCOC(=O)C1=C(C)NC(=O)NC1c1ccco1 (configuration not stated) | 103.3%[activator] | 9.4% | -24.1% | 5.2% | -0.7% | 7.3%
Cc1cccc(/C=N/NC(=O)C2CCCNC2=O)c1 (configuration not stated) | -7.4% | 9.5% | -3.7% | 2.9% | -0.9% | 1.6%
Cc1cccc(N2CCN(S(=O)(=O)c3ccc4c(c3)CCN4C(=O)CCC(=O)O)CC2)c1C | . | 5.4% | -29.0% | -2.9% | 2.4% | 10.3%
COc1ccc(Cl)cc1NC(=O)C(C)N1CCN(c2ccccn2)CC1 (configuration not stated) | 0.0% | 0.0% | 8.0% | -0.9% | 0.0% | ?
NC(=S)N/N=C1\c2ccccc2-c2c(C(=O)O)cccc21 | ? | 36.3%[activator] | 1.5% | -20.2% | 3.7% | 4.3%
Cc1ccc(C)c(CN2CCC(CNC(=O)Nc3ccc(C)c(F)c3)CC2)c1 | 36.5%[activator] | ? | 34.4% | 7.4% | 2.5% | ?
Cc1c(OCc2nn[nH]n2)ccc2c3c(c(=O)oc12)CCCC3 | 16.2% | 7.7% | -2.5% | -6.7% | -0.8% | -4.5%
CN(C)c1cncc(C(=O)O)c1 | 39.0%[activator] | 12.2% | 1.8% | -4.3% | 2.1% | 12.9%
COc1ccc([C@@H]2[C@@H]3C(=O)N(C(C)(C)C)C(=O)[C@@H]3[C@]3(Cc4ccc(Cl)cc4)C(=O)N(c4ccc(Br)cc4)C(=O)N23)cc1 | ? | ? | -5.3% | -1.4% | 1.4% | 4.8%[8.37 µM]
CCCN(C(=O)COC(=O)CSc1ccc(C(N)=O)cc1[N+](=O)[O-])C1CCS(=O)(=O)C1 (configuration not stated) | 36.2%[activator] | 12.1% | -12.2% | . | -8.2% | 8.8%
O=C(CN1C(=O)NC2(CCCC2)C1=O)Nc1ccccc1F | . | 11.5% | 2.3% | 0.6% | -5.2% | 0.9%
COc1ccc(/C=N/OCC(=O)Nc2nc3ccccc3s2)cc1 | 85.8%[activator] | 57.0%[activator] | -2.9% | -2.1% | -2.1% | 7.7%
O=C(Cc1ccccc1)Nc1c(C(=O)N2CCOCC2)cnn1-c1ccccc1 | . | 1.2% | -5.5% | 6.7% | -5.7% | 1.6%
O=C(CNC(=O)c1ccco1)NCC(=O)OCc1ccc(Cl)cc1Cl | 0.0% | 5.2% | -13.7% | 1.2% | 3.5% | 18.9%
Cc1ccccc1CSc1nnc(-c2ccccn2)n1C | 82.8%[activator] | 47.3%[activator] | 12.2% | 4.3% | 1.3% | -4.0%

Full records from above. Screens in order: Pf growth 96h, Pf growth 48h, Sm TGR block, LmPK inh, TbPYK inhibitor, HCV inh
COc1ccsc1C(=O)NCCN1CCOCC1 as listed: 95.7%[activator], 21.7%, 4.3%, -4.8%, -1.2%, 13.2%
Cc1cccc(N(CC(=O)N2CCc3ccccc3C2)S(C)(=O)=O)c1C as listed: 58.9%[activator], -9.3%, -20.8%, 6.8%, -19.1%, 11.4%

Random excerpt: 4 records from the list, in no set order.
mol | Pf growth 96h | Pf growth 48h | Sm TGR block | LmPK inh | TbPYK inhibitor | HCV inh
COc1ccc([C@@H]2[C@@H]3C(=O)N(C(C)(C)C)C(=O)[C@@H]3[C@]3(Cc4ccc(Cl)cc4)C(=O)N(c4ccc(Br)cc4)C(=O)N23)cc1 | ? | ? | -5.3% | -1.4% | 1.4% | 4.8%[8.37 µM]
O=C(Nc1ccc2oc(-c3ccccc3)nc2c1)c1cc(-n2cnnc2)ccc1Cl | -26.2% | -24.2% | -8.6% | -1.0% | 0.3% | ?
Cc1ccn2c(=O)nc(SCC(=O)Nc3ccc4c(c3)OCO4)nc2c1 | 36.9%[activator] | -9.8% | 1.3% | . | 0.1% | ?
O=C(CCCN1C(=O)C(c2ccccc2)Oc2cccnc21)NCc1ccccc1Cl (configuration not stated) | 9.4% | -2.5% | 7.0% | 8.7% | -4.5% | ?

Other compounds follow.
mol | Pf growth 96h | Pf growth 48h | Sm TGR block | LmPK inh | TbPYK inhibitor | HCV inh
Fc1ccccc1-c1nc(-c2ccc(Br)o2)no1 | -17.4% | 182.4%[activator] | 2.0% | -3.0% | -9.4% | ?
CCSc1nnc(NC(=O)CSc2nc3c(c(=O)n2CCOC)SC(C)C3)s1 (configuration not stated) | -14.0% | ? | -11.2% | 1.6% | -4.9% | -20.2%
C=CC[C@H]1CC(Cc2ccccc2)=C[C@H](CC=C)N1 | 0.0738µM* | 0.233µM* | -9.2% | 2.7% | -14.1% | -23.1%
CC(=O)NNc1cc(C)nc(N)n1 | 48.0%[activator] | 9.7% | 11.7% | -3.6% | -3.3% | 4.6%
Cc1cc(NC(=O)Cn2nnc3sc4c(c3c2=O)CCCC4)no1 | 23.1% | 0.9% | -25.0% | 0.9% | -0.3% | .
Cc1c(C)c2c(c(C)c1O)CC[C@@](C)(CCC[C@@H](C)CCC[C@@H](C)CCCC(C)C)O2 | -10.1% | -10.3% | . | . | -2.2% | .
O=C(CCN1C(=O)c2ccncc2C1=O)Nc1ccc(F)cc1 | ? | -0.6% | 0.7% | -4.4% | -10.6% | -6.0%
O=C(c1ccc(Cl)cc1)c1cc([N+](=O)[O-])ccc1N1CCOCC1 | 0.0% | ? | . | 1.1% | -5.2% | 9.3%
CCn1c(/C=N/c2nc3ccccc3n2C)nc2ccccc21 | -13.0% | 32.4% | -11.4% | -9.0% | -4.8% | 13.3%
O=C(Cc1ccc(NC2=NC3CS(=O)(=O)CC3S2)cc1)NCCc1ccccc1 (configuration not stated) | ? | 2.4% | 2.8% | -2.0% | 3.2% | 16.3%
CCOc1cc2c3c(c1)C(C)=CC(C)(C)N3C(=O)C2=O | 17.1% | -5.3% | 7.6% | 0.1% | -5.2% | -22.6%
O=C(CN1C(=O)NC2(CCCC2)C1=O)Nc1cc(C(F)(F)F)ccc1N1CCCCC1 | ? | ? | -9.2% | . | 5.0% | -7.7%[8.37 µM]
Cc1cc(N2CCCCC2)n2ncc(-c3ccccc3)c2n1 | 1.3%[5.75 µM] | 14.2% | -0.9% | -1.9% | 1.8% | 10µM*
Cc1cc(C)nc(NC(=S)Nc2ccc(Br)cc2Cl)c1 | 3.4% | 0.6% | 5.0% | -8.6% | -3.6% | ?
CCOc1ccc(-n2ccnc2SCC(=O)Nc2cc(C)on2)cc1 | 50.5%[activator] | -25.1% | -0.6% | 1.3% | -0.2% | -20.3%
CCCc1nc(N)sc1C(=O)OCC | 37.6%[activator] | 3.1% | 6.3% | -3.4% | -11.9% | 0.2%
CC(C)C(=O)Nc1ccccc1N1CCN(S(C)(=O)=O)CC1 | -2.8% | -8.5% | 0.7% | -0.5% | 6.6% | 7.9%
ClCCOCOCCCl | ? | 43.9%[activator] | 1.1% | . | 0.9% | -11.1%
O=C(CCC(=O)N1CCN(C2CCCC2)CC1)Nc1nnc(C(F)(F)F)s1 | ? | ? | -15.7% | 2.3% | -9.6% | -3.3%
O=C1C(Cl)=C(Nc2ccccc2O)C(=O)N1c1ccccc1 | 7.2% | ? | 22.4µM* | -3.5% | -18.8% | 3.4%
COc1cc(Cl)ccc1OCc1cc(C(=O)N2CCCCCC2)no1 | ? | 3.0% | ? | -10.8% | -9.7% | 11.7%
COc1ccc(-c2c3c(=O)n(C)c(=O)n(C)c3cn2-c2ccc(O)cc2)cc1 | 10.2% | 28.4% | 44.7µM* | 5.5% | -4.2% | 5.8%
COC(=O)C1=C(c2ccc(-c3ccccc3)c(F)c2)C[C@@H]2CC[C@H]1N2C(=O)NCCOc1ccc(OC)cc1 | ? | 7.38µM* | -6.3% | . | 1.5% | ?
COc1ccc2c(c1)c(C(=O)C(C)N1CCCCC1)c(C)n2C (configuration not stated) | 43.3% | 32.5%[activator] | -5.8% | 2.6% | -10.1% | 13.5%
CN(C)CCCNC(=S)NCC(c1ccc(Cl)cc1Cl)c1c[nH]c2ccccc12 (configuration not stated) | 2.08µM* | ? | 5.1% | 2.4% | -3.6% | 11.2µM*
CC(C)n1cnc2cc(NCc3ccccn3)ccc21 | . | 148.7%[activator] | -32.4% | -2.2% | -16.5% | 12.8%
Cc1ccc(C)c(NC(=O)C(CC(=O)O)Cc2ccccc2)c1 (configuration not stated) | ? | -6.1% | -11.1% | 0.1% | -1.5% | -16.4%
COc1ccccc1NC(=O)CCS(=O)(=O)c1ccc2c(c1)NC(=O)C(C)S2 (configuration not stated) | -0.2% | 20.3% | -33.5% | 2.9% | 4.3% | -15.9%
O=C(CC1(O)C(=O)N(Cc2ccccc2)c2ccccc21)c1ccncc1 (configuration not stated) | . | -22.6% | ? | 2.1% | -4.4% | -15.1%
COCC(=O)N1CCC(Oc2ccc(C(=O)NC3Cc4ccccc4C3)cc2)CC1 | 10.4µM* | 17.5% | -24.4% | -2.3% | -1.1% | -13.9%
CCOc1ccc(C(=O)CCC(=O)NN2C(=O)NC3(CCCCC3)C2=O)cc1 | -29.8% | -7.3% | 10.0% | . | -8.0% | 2.9%
CCn1nnnc1SCC(=O)Nc1nc2ccccc2s1 | -11.8% | 16.7% | -26.0% | -2.3% | 0.9% | 25.5%

This is a random part of the collection. About 16% of those tested had a hit in this group.
